FBA Mtb inh – Mtb FBA enzyme inhibitors, primary screen, biochemical, fluorescence, strain H37Rv; Fructose-bisphosphate aldolase (Mycobacterium tuberculosis (strain ATCC 25618 / H37Rv)), …; purified M. tuberculosis FBA, fluorescence read-out; inhibition, % at 1 µM; 360,000 compounds, 2.3% hits; AID 588726, 2011; in the data active = inhibition above about 27%;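 note: 0% = vehicle and 100% = reference inhibitor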
MazF activator – activators of E. coli MazEF toxin-antitoxin RNase, primary screen, biochemical, fluorescence, uHTS | Endoribonuclease toxin MazF (Escherichia coli (strain K12)), P0AE70 | FAM/BHQ RNA-DNA oligo cleavage fluorescence, 5 h | activation, % at 20 µM | 350,000 compounds, 0.32% hits | AID 504720, 2011; in the data active = activation above about 50%
CCHFV vOTU inh – CCHFV vOTU protease inhibitors, primary screen, biochemical, Pep-AMC substrate, fluorescence. Crimean-Congo hemorrhagic fever virus L polyprotein viral ovarian tumor (vOTU) protease …. AID 651958, 2012. inhibition, % at 11.5 µM. 370,000 compounds, 0.55% hits; note: 0% = vehicle wells with enzyme and 100% = no enzyme wells
GDH-TPI inh – GDH-TPI coupling enzyme inhibitors, primary screen, artefact control for M. tuberculosis FBA inhibitor project, biochemical, absorbance, full deck. 360,000 compounds, 1.2% hits. GDH-TPI coupled enzyme counterscreen, NADH absorbance. inhibition, % at 4.8 µM;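 note: 0% = DMSO wells and 100% = wells lacking the enzyme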
DUSP3 inh – VHR1 phosphatase inhibitors, primary screen, biochemical, absorbance, uHTS; Dual specificity protein phosphatase 3 (Homo sapiens), P51452; recombinant VHR phosphatase, pNPP absorbance; inhibition, % at 13.3 µM; 290,000 compounds, 0.52% hits; AID 1654, 2009; in the data active = inhibition above about 50%; note: some compounds called inactive have numbers as strong as hits
Target sequence (P51452 whole entry, looked up): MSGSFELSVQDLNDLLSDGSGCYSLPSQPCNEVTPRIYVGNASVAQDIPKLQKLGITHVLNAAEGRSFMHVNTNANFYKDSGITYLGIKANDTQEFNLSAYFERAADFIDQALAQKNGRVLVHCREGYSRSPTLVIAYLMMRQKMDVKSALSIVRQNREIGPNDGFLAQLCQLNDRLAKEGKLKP
BioA inh – M. tuberculosis BioA enzyme inhibitors, primary screen, biochemical, plate reader, single point, HTS. 7,8-diaminopelargonic acid synthase BioA (Mycobacterium tuberculosis). inhibition, % at 9.99 µM. 360,000 compounds, 0.096% hits. AID 602481, 2012. purified M. tuberculosis BioA enzyme; in the data active = inhibition above about 40%; inconclusive = no clear call, values can overlap the other calls
Rv3671c inh – Rv3671c serine protease inhibitors, primary screen, biochemical, fluorescence polarization, M. tuberculosis H37Rv; P9WHR9; inhibition, % at 5.96 µM; 320,000 compounds, 0.048% hits; in the data active = inhibition above about 38%;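 note: extracellular domain of Rv3671c used as enzyme; 0% = enzyme with DMSO and 100% = no enzyme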
Target sequence (P9WHR9 whole entry, looked up, the tested form may be a part): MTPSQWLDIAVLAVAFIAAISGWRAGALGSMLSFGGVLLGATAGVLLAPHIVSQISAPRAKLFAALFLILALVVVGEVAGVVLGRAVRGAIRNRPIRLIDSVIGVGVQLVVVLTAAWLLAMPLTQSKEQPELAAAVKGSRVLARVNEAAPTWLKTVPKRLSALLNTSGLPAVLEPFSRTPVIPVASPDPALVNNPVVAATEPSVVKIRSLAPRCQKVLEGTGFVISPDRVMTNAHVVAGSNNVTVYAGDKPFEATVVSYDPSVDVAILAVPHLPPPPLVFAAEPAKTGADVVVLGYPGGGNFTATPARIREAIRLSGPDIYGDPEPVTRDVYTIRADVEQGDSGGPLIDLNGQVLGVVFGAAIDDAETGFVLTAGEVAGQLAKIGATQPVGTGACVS
BoNT F protease – BoNT/F light chain protease inhibitors, primary screen, biochemical, flow cytometry, MLPCN library. AID 588497, 2011. Botulinum neurotoxin type F light chain protease (Clostridium botulinum). 360,000 compounds, 0.22% hits. Multiplex microsphere protease cleavage assay. inhibition, % at 10 µM; in the data active = inhibition above about 35%, passing the limit was not always enough; inconclusive = no clear call, values can overlap the other calls; note: plate controls were buffer without enzyme for full effect and enzyme alone for no effect
FadD28 binding – inhibitors of FadD28 bisubstrate probe binding, primary screen, biochemical, fluorescence polarization, single point; inhibition, % at 12.5 µM; 360,000 compounds, 0.22% hits; AID 588549, 2011; Mycobacterium tuberculosis FadD28 fatty-acid-AMP ligase; in the data active = inhibition above about 8.5%, passing the limit was not always enough; inconclusive = no clear call, values can overlap the other calls
UGM FP inh – M. tuberculosis UGM enzyme inhibitors, primary screen, biochemical, fluorescence polarization, single point | purified UGM, fluorescence polarization probe displacement | 320,000 compounds, 0.06% hits | inhibition, % at 10 µM | UDP-galactopyranose mutase (Mycobacterium tuberculosis (strain ATCC 25618 / H37Rv)), …; in the data active = inhibition above about 10%, passing the limit was not always enough; inconclusive = no clear call, values can overlap the other calls
Target sequence (P9WIQ1 whole entry, looked up): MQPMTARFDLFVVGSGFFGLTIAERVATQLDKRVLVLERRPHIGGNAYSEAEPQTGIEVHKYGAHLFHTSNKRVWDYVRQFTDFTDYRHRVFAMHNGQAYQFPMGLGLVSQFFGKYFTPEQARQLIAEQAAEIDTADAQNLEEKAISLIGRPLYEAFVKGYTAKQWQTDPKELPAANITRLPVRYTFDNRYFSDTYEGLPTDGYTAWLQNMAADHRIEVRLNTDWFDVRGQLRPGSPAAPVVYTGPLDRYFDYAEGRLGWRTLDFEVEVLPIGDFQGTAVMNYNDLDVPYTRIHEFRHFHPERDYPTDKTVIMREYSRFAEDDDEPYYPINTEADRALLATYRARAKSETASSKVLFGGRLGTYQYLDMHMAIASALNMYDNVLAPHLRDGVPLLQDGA
Numbers without * were called inactive; ? = inconclusive; . = no result given. Cut-off read from the data, not from the text of the source, unless noted: active = inhibition above about 30%; inactive = the rest. This is a random part of the collection; 4.9% or so of the library scored in one or more.

SMILES	FBA Mtb inh	MazF activator	CCHFV vOTU inh	GDH-TPI inh	DUSP3 inh	BioA inh	Rv3671c inh	BoNT F protease	FadD28 binding	UGM FP inh
Cc1ccc(N/N=C/c2ccncc2)cc1	-4	0	-7	3	57*	2.6	5	?	-1.8	-0.4
CN1CCC(N(C)S(=O)(=O)c2ccc(NC(=O)COc3ccc([N+](=O)[O-])cc3)cc2)CC1	0	7	10	5	.	-0.6	-3	-8	-4.2	0.5
Cc1ccc(-c2csc(NC(=S)NC(=O)/C=C/c3ccco3)n2)cc1	5	47	-10	3	6	0.3	-32	-6	-1.0	0.9
CCN1CCCC1CNCc1cccc(OC)c1OCc1ccccc1 (stereo not given)	0	5	-3	0	-4	.	-3	4	-0.2	0.5
CC(C)(C)OC(=O)NCCCC[C@H](NC(=O)c1nc[nH]c1C(=O)NC(c1ccccc1)c1ccccc1)C(=O)OC(C)(C)C	2	-14	27	12	21	-2.3	-47	1	0.2	3.6
O=C(Nc1ccc(Cl)cc1)Nc1nc(-c2ccccc2)cs1	-4	-1	-11	-3	3	.	-6	1	-2.7	-2.1
O=C(NC(=S)N1CCCCCC1)c1ccc(Cl)cc1Cl	1	-5	16	0	26	.	11	5	-0.1	-5.6
O=C(CSc1ncccn1)N1CCN(S(=O)(=O)c2ccccc2)CC1	1	-1	-16	6	23	0.9	4	-6	-1.3	-0.6
CCCOP(=O)(OCCC)C(Nc1cccc(C(F)(F)F)c1)c1ccc(C)cc1 (stereo not given)	2	-2	13	7	-5	.	-6	-12	-0.2	0.3
CCN(CC)S(=O)(=O)c1ccc(-c2nnc(SCC(N)=O)n2CC)cc1	-1	1	-9	-2	16	.	2	-5	-0.4	1.3
Cc1cccc(C(O)c2ncc(-c3ccccc3Cl)[nH]2)c1C (stereo not given)	2	.	18	-7	.	-1.0	.	-1	-3.7	.
Cc1cc(C)c2cc(C(O)c3nnnn3Cc3ccccc3)c(=O)[nH]c2c1 (stereo not given)	9	-4	-9	5	10	-2.0	-1	13	-3.3	-0.2
COCC(=O)n1nc(NCc2ccc(OC)cc2)nc1NCc1ccc(OC)cc1	9	5	3	4	4	-1.4	2	-6	-3.9	-2.5
Cc1cc(C)cc(NC(=O)c2cc(=O)c3ccccc3o2)c1	0	21	3	6	-17	.	-8	-3	-1.4	-1.2
O=C(Nc1cc(C(F)(F)F)ccc1N1CCOCC1)c1cn2ccccc2n1	-2	-5	1	9	31	-3.7	-5	2	-1.7	1.8

Sorted by heavy-atom count (smallest number first): some entries from above
SMILES	FBA Mtb inh	MazF activator	CCHFV vOTU inh	GDH-TPI inh	DUSP3 inh	BioA inh	Rv3671c inh	BoNT F protease	FadD28 binding	UGM FP inh
Cc1ccc(N/N=C/c2ccncc2)cc1	-4	0	-7	3	57*	2.6	5	?	-1.8	-0.4
CCN(CC)S(=O)(=O)c1ccc(-c2nnc(SCC(N)=O)n2CC)cc1	-1	1	-9	-2	16	.	2	-5	-0.4	1.3
CC(C)(C)OC(=O)NCCCC[C@H](NC(=O)c1nc[nH]c1C(=O)NC(c1ccccc1)c1ccccc1)C(=O)OC(C)(C)C	2	-14	27	12	21	-2.3	-47	1	0.2	3.6

Next part.
SMILES	FBA Mtb inh	MazF activator	CCHFV vOTU inh	GDH-TPI inh	DUSP3 inh	BioA inh	Rv3671c inh	BoNT F protease	FadD28 binding	UGM FP inh
Cc1ccc(Cn2c(C(=O)O)cc3sccc32)cc1	0	-7	22	0	-11	.	1	0	-2.3	2.9
O=C(COC(=O)c1nn(CCO)c(=O)c2ccccc12)Nc1ccc(Cl)c(Cl)c1	-1	13	3	-7	.	-2.2	-20	-16	-4.0	3.2
Fc1cccc(Cl)c1Cc1noc(/C=C/c2ccccc2)n1	2	-1	-4	1	14	-1.0	3	0	-0.6	2.5
CC(=O)Nc1sc(N/N=C/c2ccccc2F)nc1-c1ccc(C)cc1	1	3	-9	12	9	.	7	-10	-2.0	-3.4
COc1ccc(C(CNC(=O)c2cccc(S(=O)(=O)Nc3ccc(F)cc3)c2)N2CCCC2)cc1 (stereo not given)	1	-8	4	3	.	0.2	.	5	-2.3	.
COC(=O)c1sc2ncn(-n3c(C)ccc3C)c(=O)c2c1C	-4	5	13	-1	28	-1.9	-11	10	0.1	1.2
O=C(Nc1ccc(F)c(Cl)c1)Nc1ccc(Cl)cn1	0	-3	5	-1	49	.	0	-7	-3.1	0.5
CCN(CC)S(=O)(=O)c1cc(-c2nnc(-c3ccc(Br)cc3)o2)ccc1Br	0	5	1	-6	16	-0.8	-3	12	-4.7	0.0
COc1ccc(C(C(=O)NC2CCCCC2)N(C(=O)CCl)c2ccc(Cl)cc2)cc1 (stereo not given)	3	-13	.	-4	4	-0.8	-4	-8	-2.0	-1.1
Cc1cnc(NC(=O)CN(C)S(=O)(=O)c2ccc(Cl)cc2)s1	-5	8	6	7	11	-7.3	-5	0	-2.8	1.5
CSc1ncccc1C(=O)Nc1nc2ccc(Oc3ccccc3)cc2s1	2	-1	-26	22	-5	.	-36	-1	-5.1	1.0
CCNS(=O)(=O)c1ccc(CCC(=O)O)cc1	6	-3	-3	1	8	-1.4	4	4	2.2	0.0
O=C(c1ccc(N2CCOCC2)c([N+](=O)[O-])c1)N1CCCCC1	0	1	1	-5	31	-1.4	0	0	-2.4	0.9
COc1ccc2c(=O)cc(C(F)(F)C(F)(F)F)oc2c1	-1	8	-14	3	-31	0.4	2	-2	-0.2	-2.8
COc1ccc(C(C(C(=O)c2cccs2)N2CCOCC2)N2CCOCC2)cc1OC (stereo not given)	-1	4	-4	2	-2	0.2	-4	-9	-2.7	-0.2
O=C(Nc1nc2ccccc2[nH]1)c1cccc(Br)c1	-3	2	15	3	44	0.2	-6	-12	-1.9	0.0
CC(=O)Nc1c(C(=O)O)oc2ccc(Cl)cc12	23	5	2	4	41	.	-6	-3	-2.3	1.4
COc1cc2c(cc1OC)CN(Cc1nc3ccsc3c(=O)[nH]1)CC2	12	10	-6	14	6	2.9	2	-9	-0.4	-1.2
CN1CCN(CCCNCc2cn(CCC#N)c3ccccc23)CC1	4	5	-11	0	18	0.4	0	-24	1.2	3.7
Cc1cccc(NCc2ccccc2O)c1	0	4	12	13	-11	-1.9	4	-4	-0.4	-1.9
CC[C@]12c3[nH]c4cc(CCC(=O)N(C)C)ccc4c3CCN1C(=O)[C@@H](CC(=O)NC(C)(C)C)C[C@@H]2C(=O)N1CCN(C(=O)c2ccco2)CC1	1	-1	3	4	.	3.0	.	-1	-0.9	.
CC1(C(=O)NS(=O)(=O)c2cccs2)CCN1C(=O)C1CCCCC1 (stereo not given)	1	.	6	15	.	-2.8	.	-2	-1.5	.
CS(=O)(=O)N(CC(=O)N1CCCCCC1)c1ccccc1	-3	2	6	4	-12	-0.7	-3	12	1.3	2.0
CC1CCN(CCCNC(=O)c2cc3sccc3n2C)CC1	2	-6	-3	-5	32	-0.1	-9	2	-4.0	2.9
O=C(C[C@@H]1C/C=C\C[C@@H](Cc2ccc(F)cc2)C(=O)OC[C@@H]2CCCN2C1=O)N[C@H](CO)Cc1ccccc1	0	7	-1	1	.	0.0	5	-3	-1.9	-2.3
NC(=O)c1ccc(N2CCCCC2)c(N2C(=O)C3C4C=CC(C4)C3C2=O)c1 (stereo not given)	-1	5	7	0	15	-1.1	-13	1	-3.4	0.2
Cc1ccccc1NS(=O)(=O)c1ccc(NC(=O)N2CCCCC2)cc1	1	0	18	-4	0	1.9	3	-4	-4.6	-0.2
CN(C)CCCNC(=O)c1cc2sc3ccccc3c2s1	3	14	-1	3	30	.	16	2	-6.5	2.8
CCOC(=O)N1CCN(C(=O)c2ccc(Cn3c(=S)[nH]c4cc5c(cc4c3=O)OCO5)cc2)CC1	3	1	-3	7	27	-0.6	-2	4	0.0	0.0
O=C(NNC(=O)c1ccc(S(=O)(=O)N2CCCC2)cc1)c1ccc(Br)cc1	-2	4	10	0	.	.	.	-1	-2.3	.

Among those listed so far, 3 contain a COOH group:
SMILES	FBA Mtb inh	MazF activator	CCHFV vOTU inh	GDH-TPI inh	DUSP3 inh	BioA inh	Rv3671c inh	BoNT F protease	FadD28 binding	UGM FP inh
Cc1ccc(Cn2c(C(=O)O)cc3sccc32)cc1	0	-7	22	0	-11	.	1	0	-2.3	2.9
CCNS(=O)(=O)c1ccc(CCC(=O)O)cc1	6	-3	-3	1	8	-1.4	4	4	2.2	0.0
CC(=O)Nc1c(C(=O)O)oc2ccc(Cl)cc12	23	5	2	4	41	.	-6	-3	-2.3	1.4

The listing continues.
SMILES	FBA Mtb inh	MazF activator	CCHFV vOTU inh	GDH-TPI inh	DUSP3 inh	BioA inh	Rv3671c inh	BoNT F protease	FadD28 binding	UGM FP inh
CN(CC(=O)OCC(=O)NCC(F)(F)F)S(=O)(=O)c1ccc(Cl)cc1	-3	0	-2	3	9	9.2	11	-5	-1.3	2.9
O=S1(=O)N=C(N2CCN(c3ccc(F)cc3)CC2)c2ccccc21	-2	16	11	6	0	-1.2	-3	-11	-0.6	-0.6
COc1cc(CNc2ncnc3c2ncn3[C@H]2CN(Cc3ccc(F)cc3)C[C@@H](CO)O2)cc(OC)c1OC	-1	.	10	6	.	3.1	.	0	-2.4	.
COc1cc(/C=C2/NC(=O)N(Cc3ccccc3F)C2=O)cc(OC)c1O	1	-48	40*	11	21	.	-2	-1	-1.6	1.8
CCC(=O)Nc1nc2ccccc2n1Cc1ccccc1Cl	0	-6	2	-1	13	-0.6	4	3	-3.3	-0.2
Nc1cc(N)cc(C(=O)c2ccccc2)c1	2	.	28	.	.	5.9	.	0	-1.8	.
COc1ccc(/C=N/Nc2nc(-c3cccnc3)nc3ccccc23)cc1OC	5	11	-1	27	13	.	-1	-20	-5.9	0.0
COc1ccc(N(C)C(=O)Cc2c(C(=O)O)[nH]c3ccccc23)c(OC)c1	3	4	21	3	11	.	10	0	-1.1	-1.4
COc1ccc(CN(C)C(=O)c2cccc(S(=O)(=O)N3CCN(c4ccccc4)CC3)c2)c(OC)c1OC	2	-3	-4	-1	.	.	-1	5	-1.6	1.5
Cc1cccc(NS(=O)(=O)c2ccc(C(=O)NCC(c3ccco3)N3CCCCC3)cc2)c1C (stereo not given)	1	5	3	-13	.	-2.1	-1	2	-3.2	2.3
COc1cc(/C=C(\NC(C)=O)C(=O)NC(C)(C)C)ccc1OC(C)=O	0	2	17	12	2	-0.6	5	5	-1.8	-1.5

Compound activity (PubChem)
